FBW7 activator: activators of human E3 ligase FBW7; Q969H0; AlphaScreen FBW7–phospho-cyclin E peptide binding, activator screen; normalized activity (activation), % at 26.1 µM; actives 0.13% (n = 650,000); in the data active means normalized activity above about 1.9%;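 further: purified mutant Fbw7 with reduced substrate affinity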
Target sequence (Q969H0 whole entry, looked up): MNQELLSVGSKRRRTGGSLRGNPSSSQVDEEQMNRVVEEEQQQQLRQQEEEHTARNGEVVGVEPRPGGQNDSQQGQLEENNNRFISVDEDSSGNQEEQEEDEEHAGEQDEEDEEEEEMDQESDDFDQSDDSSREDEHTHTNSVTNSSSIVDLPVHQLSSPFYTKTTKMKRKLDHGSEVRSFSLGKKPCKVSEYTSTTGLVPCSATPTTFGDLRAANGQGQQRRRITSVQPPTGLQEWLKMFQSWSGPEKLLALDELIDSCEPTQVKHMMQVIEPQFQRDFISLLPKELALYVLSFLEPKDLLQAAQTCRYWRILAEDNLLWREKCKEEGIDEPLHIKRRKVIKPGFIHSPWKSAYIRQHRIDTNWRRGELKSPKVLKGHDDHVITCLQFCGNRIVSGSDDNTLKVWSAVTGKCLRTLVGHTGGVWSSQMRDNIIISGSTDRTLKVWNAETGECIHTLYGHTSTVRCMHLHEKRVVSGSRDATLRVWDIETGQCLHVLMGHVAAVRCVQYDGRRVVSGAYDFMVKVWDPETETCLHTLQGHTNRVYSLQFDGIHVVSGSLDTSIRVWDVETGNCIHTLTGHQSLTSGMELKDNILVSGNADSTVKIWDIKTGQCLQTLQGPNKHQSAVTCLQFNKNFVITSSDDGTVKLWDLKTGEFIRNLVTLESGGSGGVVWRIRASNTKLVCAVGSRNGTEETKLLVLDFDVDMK
GPR151 ag: activators of human GPR151; activation, % at 11.2 µM; Q8TDV0; PathHunter beta-arrestin GPR151 cells, luminescence; actives 1% (n = 650,000); AID 1508602; in the data active means activation above about 4.9%;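 further: 0% = median of compound wells and 100% = cells with positive control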
Target sequence (Q8TDV0 whole entry, looked up): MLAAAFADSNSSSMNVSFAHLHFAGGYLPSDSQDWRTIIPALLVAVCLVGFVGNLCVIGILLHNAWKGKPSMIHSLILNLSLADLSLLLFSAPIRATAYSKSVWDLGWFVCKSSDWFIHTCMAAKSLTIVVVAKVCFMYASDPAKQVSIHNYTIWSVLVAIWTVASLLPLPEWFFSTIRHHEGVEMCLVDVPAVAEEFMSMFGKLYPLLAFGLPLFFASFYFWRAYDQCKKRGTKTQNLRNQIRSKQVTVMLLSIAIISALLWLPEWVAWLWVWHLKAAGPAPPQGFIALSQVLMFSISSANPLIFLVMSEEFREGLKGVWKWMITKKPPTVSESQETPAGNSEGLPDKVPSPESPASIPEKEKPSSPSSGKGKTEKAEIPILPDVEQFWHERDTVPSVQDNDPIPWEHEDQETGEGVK
MITF inh: blocks human microphthalmia-associated transcription factor. O75030. AlphaScreen MITF homodimerization, bead proximity signal. inhibition, % at 2.6 µM. actives 0.91% (n = 650,000); in the data active means inhibition above about 50%;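 further: 0% = vehicle wells with protein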
TEAD-YAP inh: TEAD-YAP interaction inhibition; HEK-TIYL cells, TEAD-Gal4/YAP UAS-luciferase luminescence; inhibition, % at 9.12 µM; actives 1.4% (n = 640,000); in the data active means inhibition above about 32%;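 further: 0% = median of test compound wells and 100% = reference inhibitor wells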
The depositor's hits bear a star; / = no result given; & = joins results of further samples.

Sample of the layout (2 entries):
Value order: FBW7 activator | GPR151 ag | MITF inh | TEAD-YAP inh
CCCC1CCC(C2=N/C(=C\c3cccc([N+](=O)[O-])c3)C(=O)O2)CC1 (stereo not drawn)
  -0.3 | 0.2 | 16 | 0
CCn1nc(C)c(CCC(=O)N[C@@H](C)Cn2nnc3ccccc32)c1C
  0.0 | 0.7 | -3 | -4

The list itself (from the top)
Value order: FBW7 activator | GPR151 ag | MITF inh | TEAD-YAP inh
CCCC1CCC(C2=N/C(=C\c3cccc([N+](=O)[O-])c3)C(=O)O2)CC1 (stereo not drawn)
  -0.3 | 0.2 | 16 | 0
CCn1nc(C)c(CCC(=O)N[C@@H](C)Cn2nnc3ccccc32)c1C
  0.0 | 0.7 | -3 | -4
CCOC(=O)C1=C(C)NC(=S)NC1c1cc(Cl)c(O)c(OC)c1 (stereo not drawn)
  0.0 | -1.0 | -3 | -5
Clc1ccc(N2CCN(c3ncnc4sc(-c5ccccc5)cc34)CC2)cc1Cl
  0.9 | 0.5 | 10 | -7
COC(=O)C(CC(C)C)NC(=O)Nc1ccccc1 (stereo not drawn)
  0.1 | -0.7 | 6 | -7
CCOc1ccc(N2CCn3c2nc2c3c(=O)n(CCN3CCCCC3)c(=O)n2C)cc1
  -0.1 | 1.3 | 11 | -3
COCCCN1C(=O)c2ccc3c(=O)n4c5ccccc5nc4c4ccc(c2c34)C1=O
  0.1 | 0.3 | 0 | -6
CCC(C)n1c(C2COc3ccccc3O2)nc2ncc(-c3ccncc3)cc21 (stereo not drawn)
  0.2 | -0.3 | 1 | -5
O=C(Oc1ccc(/C=N/n2cnnc2)cc1)c1cccc([N+](=O)[O-])c1
  0.5 | -1.8 | 11 | 1
C/C(=N\Nc1ccc(S(=O)(=O)N2CCCC2)cc1[N+](=O)[O-])c1ccco1
  -0.1 | -1.5 | 9 | -3
CCOC(=O)C1(Cc2ccccc2Cl)CCN(C2CCN(C(C)=O)CC2)CC1
  -0.1 | -1.5 | -5 | -2
N#CC1=C(N)Oc2c(c(=O)oc3ccccc23)C12C(=O)N(CC(=O)O)c1ccccc12 (stereo not drawn)
  0.0 | -0.4 | 2 | -3
N#Cc1c(NC(=O)Cn2ccc([N+](=O)[O-])n2)sc2c1CCCC2
  -0.1 | 1.0 | 9 | 3
CCOc1ccc(NC(=O)c2sc3nc4n(c(=O)c3c2C)CCCC4)cc1
  -0.1 | -1.0 | 13 | 9
CCOC(=O)C1(CC2CCCCO2)CCN(C(=O)CSc2ncccn2)CC1 (stereo not drawn)
  -0.2 | 4.9* | -3 | 4
O=C(NCC1CCC2(CCN(C(=O)Cc3ccccc3)CC2)O1)c1ccccn1 (stereo not drawn)
  -0.1 | 0.7 | 3 | 11
COC(=O)[C@@]1(C)CCC(C(=O)Nc2ccccc2C(=O)O)C1(C)C (stereo partly drawn)
  -0.1 | -0.3 | 0 | -11
CSc1ncc(Cl)c(C(=O)Nc2ccc(C)c(C)c2)n1
  0.0 | 9.9* | -3 | -3
CC(C)(C)OC(=O)N1CCC(Nc2ccc3[nH]ncc3c2)C1 (stereo not drawn)
  0.7 | -0.5 | 13 | 0
COc1ccc(CCNC(=O)Cn2cnc3c(nnn3-c3ccc(C)cc3)c2=O)cc1OC
  0.2 | 2.8 | 10 | 12
N#C/C(=C/c1ccc2c(c1)OCO2)c1nnc2n1CCCCC2
  0.1 | 0.2 | 13 | -4
COc1cc(C2C(C#N)=C(N)Oc3n[nH]c(-c4ccncc4)c32)ccc1O (stereo not drawn)
  -0.4 | -0.3 | 5 | 11
COc1cccc(-c2nc(-c3ccc(Cl)cc3)no2)c1OC
  0.1 | -0.3 | -7 | -46
O=C(NCCNc1cc(-n2cccn2)ncn1)Nc1ccc2ccccc2c1
  -0.2 | -0.8 | -4 | 17
CCNC(=S)Nc1ccc(C)c(NC(=S)NCC)c1
  0.1 | 2.1 | -2 | 2
COC(=O)C1C(c2ccc(O)cc2)C(C(=O)OC)S(=O)(=O)CS1(=O)=O (stereo not drawn)
  0.0 | -1.0 | 9 | 10
COc1ccccc1C(=O)Nc1ccc(OCC(=O)N2CCOCC2)cc1
  0.1 | 0.2 | 19 | -9
Nc1nc2ccccc2n1C(=O)c1cccs1
  0.2 | -7.0 | 5 | 1
N#Cc1ccccc1CNCc1cccs1
  -0.1 | -0.7 | -4 | -8
COc1ccc(CN2CCC(CNC(=O)C3CCCN(c4cnccn4)C3)CC2)cc1 (stereo not drawn)
  0.2 | 1.2 | -11 | 2
COC(=O)Cc1[nH]nc2c1C1(C(=O)N(C)c3ccccc31)C(C#N)=C(N)O2 (stereo not drawn)
  0.1 | -0.4 | 17 | -1
COc1cccc(CN2CCSCC2)c1OC
  -0.2 | 0.2 | 32 | -6
COc1cccc(N2CCN(C(=O)NC3CCCCC3)CC2)c1
  -0.1 | -1.8 | -7 | -8
Cc1ccc(NC(=O)c2cc3c(CO)cnc(C)c3oc2=N)cc1C
  -0.1 | -0.1 | 4 | 6
CC(=O)Nc1sc2c(c1C(=O)O)CCCC2
  0.0 | 0.2 | 13 | 2
Cc1nc2nc(=S)[nH]n2c(C)c1Cc1ccccc1Cl
  -0.1 | -1.4 | 0 | 1
CCOC(=O)N1CCN(C(=O)c2ncn[nH]2)CC1
  -0.2 | 0.4 | -1 | 4
Cc1ccc(Cl)cc1NC(=O)c1cc2nc(-c3ccc(Cl)cc3)cc(C(F)(F)F)n2n1
  0.2 | -0.7 | 17 | 6
COc1cccc(C2C(C(=O)OCC3CCCO3)=C(C)NC3=C2C(=O)CCC3)c1OC (stereo not drawn)
  0.3 | -1.8 | 1 | 9
Cc1ccccc1C(=O)NC(=S)Nc1ccccc1C(N)=O
  0.3 | -0.9 | 21 | -5
Cc1oc(C(=O)O)cc1CSc1nc2ccccc2[nH]1
  0.1 | -6.1 | 15 | 7
O=c1oc2ccccc2c(O)c1C=Nc1ccccc1Br
  0.1 | -1.6 | -7 | 5
Cc1cc(C)c(C#N)c(SCS(=O)c2ccc(C(C)(C)C)cc2)n1 (stereo not drawn)
  0.0 | 1.9 | -2 | 1
Cc1cc(C)cc(NC(=O)CN2CCC(C(=O)NCc3nc4ccccc4[nH]3)CC2)c1
  0.1 | -1.9 | 4 | -2
Cc1cc2nc(/N=C(\N)NC(=O)NC3CCCCC3)nc(C)c2cc1C
  0.2 | 0.4 | 16 | 9
CC(C)NC(=O)C(c1ccccc1)c1ccccc1
  0.3 | -1.1 | -21 | -2
CC(C)Cn1c(=O)c2ccccc2c2ccccc2c1=O
  1.1 | 0.9 | 15 | 0
CC(=O)c1cccc(Nc2nc3ccccc3nc2NS(=O)(=O)c2ccc(Cl)cc2)c1
  0.0 | 0.3 | 7 | -2
S=c1[nH]nc(Cc2ccccc2)n1-c1ccccc1
  0.0&0.0 | 1.3&0.2 | 7&4 | 2&5
CCCCN(CC(=O)NCCOC)C(=O)Cn1nnc2ccccc21
  0.1 | 0.7 | -3 | 0
COc1ccc(N2C(=O)C3C4C=CC(C4)C3C2=O)c(OC)c1 (stereo not drawn)
  0.5 | 1.9 | -5 | 13
CNc1cc([N+](=O)[O-])ccc1N/C=C\C(=O)c1ccc(F)cc1
  0.1 | 0.2 | -3 | -13
O=C(c1ccc(I)cc1)n1nnc2ccccc21
  -0.1 | 0.2 | 11 | 0
COc1ccc(C(=O)N/N=C\c2ccccc2[N+](=O)[O-])cc1OC
  0.1 | -0.1 | 8 | -11
CC(C)(C)NS(=O)(=O)c1ccc(NC(=O)CSc2ccccc2)cc1
  0.3 | -1.8 | 16 | 4
COc1ccc(C(=O)NCC(=O)Nc2ccc(C)c(Cl)c2)cc1
  0.0 | 1.0 | 4 | -15
CC(=O)N1CCN(c2ccc(C(N)=O)cc2[N+](=O)[O-])CC1
  0.1 | -0.4 | 7 | 2
CC1(C)OC(=O)C(=CNc2ccccc2)C(=O)O1
  0.1 | -1.7 | -7 | -4
COc1cc(NC(=O)CSc2ccccc2)c(C(=O)O)cc1OC
  0.1 | 0.8 | 14 | 3
CC1=C(C(=O)OC(C)C)C(c2cccc(I)c2)C2=C(CCCC2=O)N1 (stereo not drawn)
  -0.1 | -0.6 | 5 | 1

Seven structures already listed, arranged by length of the SMILES, falling:
Value order: FBW7 activator | GPR151 ag | MITF inh | TEAD-YAP inh
CC(=O)c1cccc(Nc2nc3ccccc3nc2NS(=O)(=O)c2ccc(Cl)cc2)c1
  0.0 | 0.3 | 7 | -2
Cc1cc2nc(/N=C(\N)NC(=O)NC3CCCCC3)nc(C)c2cc1C
  0.2 | 0.4 | 16 | 9
COc1ccc(C(=O)NCC(=O)Nc2ccc(C)c(Cl)c2)cc1
  0.0 | 1.0 | 4 | -15
COc1cc(NC(=O)CSc2ccccc2)c(C(=O)O)cc1OC
  0.1 | 0.8 | 14 | 3
CC1(C)OC(=O)C(=CNc2ccccc2)C(=O)O1
  0.1 | -1.7 | -7 | -4
CC(C)NC(=O)C(c1ccccc1)c1ccccc1
  0.3 | -1.1 | -21 | -2
O=C(c1ccc(I)cc1)n1nnc2ccccc21
  -0.1 | 0.2 | 11 | 0

Next section.
| mol | FBW7 activator | GPR151 ag | MITF inh | TEAD-YAP inh |
| --- | --- | --- | --- | --- |
| C/C(=N\NC(=O)COc1ccc(C)cc1)c1cccc(Br)c1 | 0.1 | 0.3 | -7 | -5 |
| O=[N+]([O-])c1cc([N+](=O)[O-])c2cccnc2c1Cl | -0.3 | 0.9 | 0 | 13 |
| O=C(CN1CCN(CC(=O)Nc2ccccc2Cl)CC1)Nc1ccc(F)cc1F | -0.2 | 0.5 | -10 | 2 |
| C=C(C)CSC1=C(C#N)C(c2ccc(O)c(OC)c2)CC(=O)N1 (stereo not drawn) | 0.0 | 0.4 | 6 | 4 |
| COC(=O)C1=CN(C2CC2)C=C(C(=O)OC)C1c1ccc(Cl)cc1Cl | 0.5 | -0.7 | 6 | 1 |
| Cc1nn(Cc2ccccc2)c(Cl)c1/C=N/NC(=O)c1ccc(N)cc1 | -0.1 | 0.2 | 8 | -33 |
| CCn1c(N)c(C(=O)NC)sc1=S | 0.1 | 1.4 | -3 | -6 |
| COC(=O)[C@H](Cc1ccccc1)NC(=O)O[C@@H]1Cc2cc(OC)ccc2O[C@H]1c1cccc(OC)c1 | -0.3 | -0.8 | 5 | / |
| CC(C)CCn1nnnc1C(c1ccccc1F)N1CCC(C(N)=O)CC1 (stereo not drawn) | 0.1 | -1.2 | -4 | -3 |
| O=C(CSc1nc2sc3c(c2c(=O)n1-c1ccccc1)CCCC3)c1ccccc1OC(F)F | 0.3 | -1.0 | 12 | 1 |
| NS(=O)(=O)c1cc(C(=O)NCCOc2ccccc2)c(Cl)cc1Cl | -0.1 | 1.1 | 4 | 24 |
| Cc1ccc(Cn2c(CO)cnc2SCc2ccccc2C)cc1 | -0.2 | 0.6 | 11 | -22 |
| Cc1nc2c(C(=O)Nc3cccc(C)c3C)snc2c(=O)[nH]1 | 0.0 | -0.1 | 8 | 1 |
| O=C1COc2ccc(C(=O)NCc3ccc4c(c3)OCO4)cc2N1 | 0.4 | -1.4 | 16 | 13 |
| CCn1c(/N=C/c2cccc(OC)c2O)nc2ccccc21 | 0.7 | -0.8 | 3 | -2 |
| O=C1OC(c2ccc(F)cc2)=N/C1=C\c1ccc(Cl)cc1 | -0.1 | 0.1 | 7 | -4 |
| CN(Cc1cnccn1)c1nc2nonc2nc1N1CCCCCC1 | -0.1 | -1.0 | 5 | -13 |
| O=C1CCCN1c1ccc(S(=O)(=O)Oc2cccc(Cl)c2)cc1[N+](=O)[O-] | 0.5 | 0.5 | 20 | 10 |
| O=C(CCN1CCOCC1)NNC(=O)Nc1cccc(C(F)(F)F)c1 | 0.0 | 1.8 | 9 | -3 |
| O=C(CN1CCN(C2c3ccccc3-c3ccccc32)CC1)Nc1cccc(C(F)(F)F)c1 | -0.1 | 1.9 | 5 | 10 |
| CC(=O)Nc1ccc(S(=O)(=O)Nc2ccc3c4c(cccc24)CC3)cc1 | 0.2 | -0.3 | -6 | 0 |
| O=C(O)c1cc([N+](=O)[O-])ccc1S(=O)(=O)c1ccc(Cl)cc1 | 0.1 | 2.4 | -6 | 4 |
| CCOc1cc(C=O)cc(I)c1OCc1ccc(C(=O)O)cc1 | 0.1 | -0.5 | -13 | 0 |
| CC(=O)NC(NC(C)=O)c1ccccc1F | 0.6 | -1.6 | 13 | 2 |
| Cc1cc2oc(=O)cc(CN3CC(C)OC(C)C3)c2cc1Cl (stereo not drawn) | 0.0 | 1.9 | 19 | -2 |
| CCCNC(=O)/C=C/c1ccc(OC)cc1 | 0.1 | -0.7 | -3 | -39 |
| COc1cccc(C(C)N(C)C(=O)CCc2nnc(-c3ccccc3)o2)c1 (stereo not drawn) | 0.1 | 0.7 | 5 | -42 |
| O=S(=O)(c1ccc(N2CCN(c3ccccc3)CC2)cc1)N1CCCC1 | 0.2 | 0.3 | 5 | 0 |
| O=[N+]([O-])c1cccc(Cc2nc3ccccc3nc2SCCN2CCOCC2)c1 | -0.1 | -0.4 | 13 | -13 |
| O=C1c2cccc3ccc(O)c(c23)C(=O)N1Oc1ccc([N+](=O)[O-])cc1[N+](=O)[O-] | 0.1 | -0.9 | -3 | 7 |
| CCOC(=O)C1=C(c2ccccc2)N=C2SCC(=O)N2C1c1cccc(OC)c1 (stereo not drawn) | 0.0 | -1.8 | 4 | -1 |
| CC(=O)c1nnn(-c2ccc([N+](=O)[O-])cc2)c1C | 0.2 | 1.3 | -23 | 3 |
| COc1ccc(Br)cc1/C=N/NC(=O)c1ccccc1 | -0.1 | -0.6 | -8 | -45 |
| CCOc1cc(C#N)ccc1OCC(=O)NC(C)c1ccccc1 (stereo not drawn) | 0.0 | 13* | 6 | 2 |
| O=C(Nc1ccc2c(c1)OCO2)c1cccc(C(=O)Nc2ccc3c(c2)OCO3)n1 | 0.3 | 3.1 | 3 | 5 |

Bioassay records (PubChem BioAssay)
